HIV RNase H inh: blocks HIV-1 RNase H cleavage of RNA/DNA duplex. P04585. RT-RNase H RNA/DNA duplex cleavage, fluorescence. inhibition, % at 10 µM. 65,000 tested, 1.9% active. AID 565; in the data active = inhibition above about 50%
RmlCD inh mix: RmlC/RmlD inhibition, mixture screen; RmlC/RmlD coupled enzyme inhibition, 384-well mixture HTS; inhibition, % at 5.5 µM; 110,000 tested, 0.39% active; AID 1532; in the data active = inhibition above about 30%, passing the limit was not always enough; inconclusive = no clear call, values can overlap the other calls; note: strong numbers were not always called active
Starred values were filed as active, the others as inactive; ? = inconclusive; · = not tested or not shown.

Sample of the layout (3 entries):
SMILES	HIV RNase H inh	RmlCD inh mix
CCCn1c(SCCN2C(=O)c3ccccc3C2=O)n[nH]c1=O	-11	2
O=C(c1ccco1)N1C2C=CC(C2)C1(C(F)(F)F)C(F)(F)F (stereo unspecified)	-3	·
CC(=O)c1ccc(OC(=O)c2ccc(Br)o2)cc1	-8	11

This part in full, from the first entry:
SMILES	HIV RNase H inh	RmlCD inh mix
CCCn1c(SCCN2C(=O)c3ccccc3C2=O)n[nH]c1=O	-11	2
O=C(c1ccco1)N1C2C=CC(C2)C1(C(F)(F)F)C(F)(F)F (stereo unspecified)	-3	·
CC(=O)c1ccc(OC(=O)c2ccc(Br)o2)cc1	-8	11
CC1=C(C)CC(C(=O)Nc2ccc(C(N)=O)cc2)C(C(=O)O)C1 (stereo unspecified)	·	-9
CCCCN(C(=O)NC(=O)Nc1ccccc1OCC)S(C)(=O)=O	-5	-12
Cc1ccc(NC(=O)C2CCCN2S(=O)(=O)c2ccc(F)cc2)c(C)c1 (stereo unspecified)	-3	-5
CCC(Oc1ccccc1)C(=O)Nc1nc2ccccc2[nH]1 (stereo unspecified)	23	-13
Cc1ccc(NC(=O)C(=O)NCCN2CCN(C(=O)C(c3ccccc3)c3ccccc3)CC2)cc1	·	2
Cc1cccc(C(=O)N2CCN(c3ncnc4c3cnn4-c3ccccc3)CC2)c1	·	-4
Cc1cc(NC(=O)CSc2nc3c(c(=O)n2CCc2ccccc2)SC(C)C3)no1 (stereo unspecified)	6	7
COc1ccc(NC(=O)CSc2nnc(CNC(=O)c3ccco3)o2)c(OC)c1	-1	-12
COc1ccc(C(c2nnnn2C2CCCCC2)N2CCN(c3ccccc3)CC2)cc1 (stereo unspecified)	8	·
O=C(NCc1ccco1)C1(c2ccc(Cl)cc2)CCCC1	·	3
Cn1c(=O)c2c(nc(SCC(=O)O)n2Cc2cc3c(cc2Cl)OCO3)n(C)c1=O	·	-8
O=C1CC(c2ccco2)CC(O)=C1C=NCCN1CCN(C2CC(=O)N(c3ccccc3)C2=O)CC1 (stereo unspecified)	-6	-9
N#C/C(=N\Nc1ccc(F)cc1)C(=N)N1CCCCC1	·	5
CN1CCN(S(=O)(=O)c2ccc(Br)s2)CC1	-6	-16
CCOC(=O)c1c(C)c(C(=O)NCC2CCCO2)c(C)n1CC (stereo unspecified)	-6	6
O=C(Nc1cccc2c1CCCC2)C1CCN(C(=O)NC2CCCCC2)CC1	3	10
Cn1nc(-c2ccc(C(=O)Nc3cccnc3)cc2)c2ccccc2c1=O	2	0
CN(C)c1ccc(-c2cccc(C3CC=CC4C3C(=O)N(Cc3ccccc3)C4c3ccc4ccccc4c3)c2)cc1 (stereo unspecified)	·	-8
COCCCNC(=O)C1CC(=O)OC1c1ccc(OC)c(OC)c1 (stereo unspecified)	·	-2
COc1ccc(N2CCN(CCCNC(=O)c3cc4sccc4n3C)CC2)cc1	21	6
Cc1nc(N)c(C#N)c(-c2cccnc2)c1C	-8	-8
CC(Oc1ccc(Cl)cc1Cl)c1nc(-c2ccccn2)no1 (stereo unspecified)	-25	-9
CC(C)CCNC(=O)C1CC(c2ccccc2C(F)(F)F)=NO1 (stereo unspecified)	·	7
CCn1c(SCC(=O)NCCOC)nc2sc3c(c2c1=O)CCCC3	10	-5
Cn1c(=O)c2c(nc(Br)n2C)n(C)c1=O	-1	7
C#CCOCCOCCOCCNc1nc(N2CCN(C(=O)[C@H](CCC(=O)O)n3cc(C(N)Cc4ccc(O)cc4)nn3)CC2)nc(N2CCN(C(=O)[C@H](Cc3ccc(O)cc3)n3cc(C(N)CC(C)C)nn3)CC2)n1 (stereo partly specified)	·	10
CC(C)(C)n1nc(Cc2cccc3ccccc23)c2c(N)ncnc21	·	-16

Laid out differently: results already given.
| structure | HIV RNase H inh | RmlCD inh mix |
| --- | --- | --- |
| N#C/C(=N\Nc1ccc(F)cc1)C(=N)N1CCCCC1 | · | 5 |
| CN1CCN(S(=O)(=O)c2ccc(Br)s2)CC1 | -6 | -16 |

The list goes on.
SMILES	HIV RNase H inh	RmlCD inh mix
Cn1cnnc1SCc1ccc(C#N)cc1	-5	-15
C/C(CCN1CCc2nc(-c3ccccc3)c(-c3ccccc3)cc2C1)=N\OC[C@@H](C)[C@H](OCc1ccccc1)C(C)C	·	-12
CC(=NCC1CCCO1)c1c(O)n(-c2ccc(Cl)cc2)c(=O)[nH]c1=O (stereo unspecified)	-2	7
CCOC(=O)Nc1ccc(S(=O)(=O)N(C)C(C)C)cc1	·	-2
CC(C)OC(=O)N(C)c1ccc(C(O)(C(F)(F)F)C(F)(F)F)cc1	·	-10
Cc1ccc(C(C)C)c(OCCNS(C)(=O)=O)c1	-11	-4
CN1C2C=C(N(CCc3c[nH]c4ccccc34)C(=O)c3ccc(Cl)cc3)CC1CC2 (stereo unspecified)	·	7
CCOC(=O)NCc1ccc(Cl)c(Cl)c1	-25	7
CC1=C(C(=O)OCc2ccccc2)C(c2ccc(-c3ccccc3)cc2)NC(=O)N1CCCC(=O)O (stereo unspecified)	·	-27
Cc1cc(C(=O)Nc2nc3c(s2)CCCC3)no1	-6	-1
Cc1ccc(C)c2[nH]c(=O)c(C(c3nnnn3Cc3ccco3)N3CCc4ccccc4C3)cc12 (stereo unspecified)	42	-4
CSc1nnc(-c2sc3cc(C(F)(F)F)cnc3c2-c2ccccn2)n1C	·	-5
CCn1c(=O)cc(SCC(=O)N2CCN(C)CC2)c2ccccc21	·	7
O=C(COC(=O)c1ccc(Br)o1)NCCCc1ccccc1	-2	-17
O=C(C1CCN(S(=O)(=O)c2cccc3cccnc23)CC1)N1CCN(C2CCCC2)CC1	-20	·
CN(C)c1ccc(C2C=C(c3ccc(Cl)cc3OC(F)F)Nc3ncnn32)cc1 (stereo unspecified)	-16	27
Cc1nnc(SCC(=O)N2CCC(C(=O)Nc3nccs3)CC2)n1Cc1ccccc1	-23	22
C=CCc1c(C)nc(SCC(N)=O)[nH]c1=O	·	3
Nc1nnnn1/N=C/c1ccccc1OCc1ccc(Cl)cc1Cl	-7	-13
c1ccc(N2CCN(c3ncnc4c3oc3ccccc34)CC2)cc1	-11	·
O=C(c1ccco1)n1nc(-c2ccccc2)nc1SCc1ccccc1	·	6
Cn1c(=O)oc2cc(S(=O)(=O)N3CCC(C(=O)NCc4cccs4)CC3)ccc21	-4	-6
O=C(Nc1cccc(OC(F)(F)F)c1)c1ccc(Br)o1	-11	4
CN1CCN(C(=O)CCCOc2cc(=O)n(C)c3ccccc23)CC1	·	126
Brc1ccc(-c2cnc(-c3cccs3)o2)cc1	-48	-25
COc1cc(OC)c2ccc(=O)oc2c1C(CCN1CCCCC1)c1ccc(N(C)C)cc1 (stereo unspecified)	·	-12
Cc1ccc2c(c1)cc(CN(Cc1ccco1)C(=O)COc1ccccc1)c1nnnn12	0	-4
CCCCCC1CC(/C(C)=N/NC(N)=O)OC1=O (stereo unspecified)	·	-2
CCC(C)Nc1nc(OCC(F)(F)F)nc(OCC(F)(F)F)n1 (stereo unspecified)	15	-10
COc1ccc(-c2cc(C(=O)Nc3ccc(C)cc3)no2)cc1	23	9
Cc1cccc2[nH]c3c(N4CCC5(CC4)OCCO5)ncnc3c12	·	-15
O=C(Cn1c(=O)oc2ccccc21)c1ccccc1	-6	-4
CN(C)/C=C1/C(=O)Nc2ccccc21	-3	-35
CCCn1cc(SCC(=O)NCc2ccco2)c2ccccc21	-23	4
CC(C)(C)OC(=O)N[C@H](Cc1ccccc1)C(=O)N1CCC(C(=O)O)CC1	-10	0
CCN(C(=O)CSc1ccc2c(c1)OCCO2)C1CCS(=O)(=O)C1 (stereo unspecified)	6	-7
O=C(CSc1nnc(Cn2cnc3ccccc32)o1)Nc1cccc2ccccc12	·	-7
CC1(C)Cc2cccc(OCC(O)CN3CCN(c4ccccn4)CC3)c2O1 (stereo unspecified)	-7	-4
Cc1cccc(CNc2ccc(C(CC(N)=O)NC(=O)c3ccccc3)cc2[N+](=O)[O-])c1 (stereo unspecified)	·	-13
N#Cc1c(C(F)(F)F)cc(-c2ccccc2Cl)[nH]c1=O	·	59
CN(C)CCNC(=O)c1coc(=O)c(Br)c1	-3	62*
CCC(=O)Nc1nonc1-c1nc2ccccc2n1CC(C)C	0	·
Cc1ccc(Cl)cc1N1CCN(C(=O)CSc2nnc3n2C(C)(C)Cc2ccccc2-3)CC1	·	-9
O=C(O)CC1C(=O)OCN1C(=O)OCc1ccccc1 (stereo unspecified)	-4	2
COc1ccc(CN2CCN(C)CC2)cc1OCc1ccccc1	-15	-6

Complete entries from above. Order of values: HIV RNase H inh, RmlCD inh mix
Record of `Cc1ccc(NC(=O)C(=O)NCCN2CCN(C(=O)C(c3ccccc3)c3ccccc3)CC2)cc1` = ·, 2
Record of `O=C(Nc1cccc2c1CCCC2)C1CCN(C(=O)NC2CCCCC2)CC1` = 3, 10
Record of `Brc1ccc(-c2cnc(-c3cccs3)o2)cc1` = -48, -25
Record of `C#CCOCCOCCOCCNc1nc(N2CCN(C(=O)[C@H](CCC(=O)O)n3cc(C(N)Cc4ccc(O)cc4)nn3)CC2)nc(N2CCN(C(=O)[C@H](Cc3ccc(O)cc3)n3cc(C(N)CC(C)C)nn3)CC2)n1` (stereo partly specified) = ·, 10

(further entries)
SMILES	HIV RNase H inh	RmlCD inh mix
c1ccc(CC2CCN(Cc3nc(-c4ccccc4)no3)CC2)cc1	0	-9
Cc1nc2[nH]c(=O)c3c(n2n1)NC1=C(C(=O)CC(C)(C)C1)C3c1ccc(F)cc1 (stereo unspecified)	4	5
O=C(Cc1cccs1)Nn1c(Cc2cccs2)nc2ccccc2c1=O	-1	19
C=CCn1c(NCCc2ccccc2)nc2c1c(=O)n(C)c(=O)n2C	3	-12
CCN1C(=O)c2cccc3c(NC(=O)c4ccc(OC)c(OC)c4)ccc1c23	·	-11
O=C(NCc1ccc(C(F)(F)F)cc1)C1CC(c2ccc(C(F)(F)F)cc2)=NO1 (stereo unspecified)	·	-45
CCOC(=O)C1CCN(C(=O)Cc2cccc3ccccc23)CC1	·	4
O=C(Nc1ccc(O)c2c(=O)cc(-c3ccccc3Cl)oc12)c1ccccc1Cl	·	12
C=CC[n+]1c(-c2ccc(OC)c(OC)c2)csc1NNC(=O)Nc1ccccc1	·	1
CCOc1ccc(/C=N/NC(=O)Cc2csc(Nc3cccc(C(F)(F)F)c3)n2)cc1	·	-4
Nc1ncnc2nc(SCC(=O)N3CCN(c4ccccc4)CC3)[nH]c12	-4	-15
COc1ccc(Cc2nnc(SCc3nc4ccccc4c(=O)[nH]3)n2C)cc1	-21	6
COc1ccc(C)cc1NC(=O)Nc1ccccc1	·	16
COc1ccc(-c2cc(C(F)(F)F)n3nc(C(=O)O)nc3n2)cc1	-6	·
CC(C)c1cc(C(=O)NC2CCCCC2)no1	3	48
CCN1CCN(Cc2nc3c(c(=O)n(C)c(=O)n3C)n2CCCc2ccccc2)CC1	-6	·
CCOc1ccc(NC(=NCc2ccc3c(c2)OCO3)SC2CC(=O)N(c3ccccc3)C2=O)cc1 (stereo unspecified)	·	-4
CC12CC(c3ccccc3O1)N(C(=O)c1ccco1)C(=S)N2c1ccc(F)cc1 (stereo unspecified)	·	0
CC1(C)Cc2c(C#N)c(N)sc(=S)c2CS1	62*	?
COc1ccc2c(C(=O)CN3CCC(C)CC3)c[nH]c2c1	·	3
O=C(CN(C(=O)c1ccc(Cl)cc1Cl)N1C(=O)C2C3C=CC(C3)C2C1=O)c1ccc(F)cc1 (stereo unspecified)	·	-5
Clc1ccc(OCCSc2ncccn2)cc1	·	7
O=C(CC1Nc2ccccc2NC1=O)NCC1COc2ccccc2O1 (stereo unspecified)	-12	3
COc1ccc(NC(=O)OCCN2CCN(Cc3ccccc3)CCC2=O)cc1	·	-5
COC(=O)c1c(NC(=O)CN2CCC(C(N)=O)CC2)c2c(C)cccc2n1C	-6	-29
COc1cc(OC)c2ccc(=O)oc2c1C(CC(=O)N1CCN(c2ccccc2)CC1)c1ccc2c(c1)OCO2 (stereo unspecified)	·	4
CC(=O)NC(C)(C)C1CC=C(C)/C(=N\O)C1 (stereo unspecified)	3	11
CC(Sc1nncn1C)C(=O)Nc1nnc(-c2ccccc2)s1 (stereo unspecified)	·	9
Cc1cc(C)c(O)c(-c2cc(C(=O)Nc3ccc(S(=O)(=O)N4CCOCC4)cc3)[nH]n2)c1	-2	2
C/C=C(/C)C(=O)O[C@@H]1c2cc3c(c(OC)c2-c2c(cc(OC)c(OC)c2OC)[C@@H](OC(C)=O)[C@@H](C)[C@H]1C)OCO3	·	-1
CC(=O)Nc1ccc(S(=O)(=O)NCc2csc(-c3cccnc3)n2)cc1	-3	6
CCOc1ccc2c(c1)C(c1ccccc1)=NNC(c1ccccc1)=N2	·	-14
COC(=O)C1CSc2[nH]c(=O)sc2C1c1ccc(O)c(OC)c1 (stereo unspecified)	·	9
O=C(CN1/C(=C(/O)c2ccccc2)C(=O)c2ccccc2S1(=O)=O)c1ccccc1	·	-13
Cn1c(-c2ccc[nH]c2=O)nc2cc(Cl)ccc21	·	24
CCN(Cc1cc2cc(C)ccc2[nH]c1=O)S(=O)(=O)c1ccccc1	-52	-31
O=C1NC(c2ccc3c(c2)OCO3)Nc2ccccc21 (stereo unspecified)	-9	-3
COC(=O)CSC1=C(C#N)C(c2ccccc2)CC(=O)N1 (stereo unspecified)	-3	-7
Cn1c(C(=O)O)c(CC(=O)N2CCN(Cc3ccccc3)CC2)c2ccccc21	-8	10
CC(C)C(=O)Nc1ccc2oc(-c3cc(F)c(F)cc3Cl)nc2c1	·	-27
CC(C)Cn1cnc2c(c(-c3ccccc3)c(-c3ccccc3)n2Cc2ccco2)c1=N	·	1
C=CCNS(=O)(=O)c1ccc(OCC(=O)OCC)cc1	5	8
CCn1c(SCc2ccccc2Cl)nc2ccccc21	·	6

Copied from the list.
Reading of Nc1nnnn1/N=C/c1ccccc1OCc1ccc(Cl)cc1Cl under RmlCD inh mix: -13
Reading of COc1ccc(N2CCN(CCCNC(=O)c3cc4sccc4n3C)CC2)cc1 under RmlCD inh mix: 6

These rows are one share of the data, so the mix of outcomes need not match the whole.
